# Assay outcomes: PubChem BioAssay, Broad Institute
# PAX8 reporter – lowers PAX8-driven luciferase in RMG-I cells | RMG-I TPO-luciferase reporter, SteadyGlo, 24 h | inhibition, % at 12.6 µM | 360,000 tested, 1.2% active;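 active means mean replicate inhibition at least 60% with every replicate also reaching 60%; inconclusive means only one of the two criteria is met; inactive means mean below 60% and not all replicates reaching 60%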;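 further: luciferase light reporting Pax8 driven TPO promoter activity; plate controls were median of neutral control wells for no effect and mitoxantrone controls for full effect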
# DENV2 CPE – inhibitors of DENV2 cytopathic effect; DENV2-infected cells, cytopathic effect rescue, plate reader; CPE inhibition, % at 9.99 µM; AID 651640; 350,000 tested, 1.7% active; in the data active means CPE inhibition above about 20%, passing the limit was not always enough; inconclusive means no clear call, values can overlap the other calls; tested in BHK-21 cells;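 further: 0% = median of neutral control wells and 100% = median of positive control wells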
# EWS-Fli block – blocks EWS/Fli oncoprotein-driven transcription; A673 NR0B1-luciferase reporter, viability-normalised; inhibition, % at 12.6 µM; 350,000 tested, 0.67% active; AID 651661;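 active means mean inhibition of at least 50% after viability correction, with every replicate also passing that limit; inconclusive means mean reaches 50% but only one of two replicates passes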;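 further: firefly luciferase signal divided by Alamar Blue viability fluorescence both relative to DMSO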
# FN deposit inh – fibronectin deposition inhibition | AH1F fibroblasts, Alexa488-fibronectin deposition fluorescence, overnight | inhibition, % at 12.6 µM | 350,000 tested, 0.086% active | AID 743247;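 active means mean inhibition across replicates of 30% or more, regardless of how many single replicates reach that level; inconclusive means mean under 30% yet at least half of replicates reach 30%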;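 further: positive control wells lacked labelled fibronectin entirely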
#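 Test system: AH1F fibroblast monolayer depositing Alexa488-labelled fibronectin into matrix. Input: 10000 cells per well. Technique: fluorescence, ex 485 nm, em 525 nm. Buffer or medium: DMEM plus 2% serum, read in PBS. Timing: 1 h cell adhesion before compound, then overnight fibronectin incubation. Compound: single dose, pinned. Read-out basis: inhibition from reduced deposited-fibronectin fluorescence.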
# F508del corr – CFTR F508del correction in bronchial cells. CFBE cells, YFP halide quenching; stimulated with forskolin plus potentiator P3; % fluorescence drop versus neutral controls. activity (quench increase), % at 7.58 µM. 350,000 tested, 0.36% active;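 active means mean added fluorescence quench of at least 8% versus neutral control, with both replicates also reaching 8%; inconclusive means only one of the mean or replicate conditions met; inactive means mean below 8% and not both replicates reaching 8%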;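 further: cells transiently co-express mutant CFTR-F508del with the halide-sensitive YFP; corrector assay measuring rescue of mutant channel to the surface after 24 h compound exposure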
# INS-1E GSIS act – primary screen for activators of insulin secretion dependent on glucose, INS-1E cells, GLuc reporter luminescence; INS-1E GLuc reporter insulin secretion, 2-3 h; activation, % at 16.6 µM; 370,000 tested, 0.61% active; AID 743287;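 active means lowest replicate activation of at least 40%, so every replicate reaches that level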;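 further: 0% = median of neutral control wells and 100% = median of IBMX positive control wells; some compounds called inactive have numbers as strong as hits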
# miR-122 sensor – miR-122 inhibition in Huh7 cells. activation (reporter increase), % at 12.5 µM. 340,000 tested, 0.3% active. Huh7 miR-122 Renilla luciferase sensor, 48 h; neutral wells = 0, positive control = 100;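 active means mean replicate activation score at least 90 and every replicate individually at or above 90; inconclusive means only one of the two criteria met; inactive means neither criterion met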;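 further: higher luciferase means less miR-122 activity so hits act as miR-122 inhibitors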
# * hit, by the source's call; u = inconclusive; x = not tested or not shown; [ ] = dose if it differs, or a comment.
# Start of the listing, in advance (2 entries):
cpd	SMILES	PAX8 reporter	DENV2 CPE	EWS-Fli block	FN deposit inh	F508del corr	INS-1E GSIS act	miR-122 sensor
1	CCCNC(=O)[C@H]1[C@H](CO)[C@H]2Cn3c(ccc(C4=CCCC4)c3=O)[C@@H]1N2S(C)(=O)=O	-7	x	6	x	-0.5	-5	5[16.7 µM]
2	CCN(CC)S(=O)(=O)c1cccc(C(=O)OCC(=O)C23CC4CC(CC(C4)C2)C3)c1	14	x	x	6	x	x	-3

# Results (from the top)
cpd	SMILES	PAX8 reporter	DENV2 CPE	EWS-Fli block	FN deposit inh	F508del corr	INS-1E GSIS act	miR-122 sensor
1	CCCNC(=O)[C@H]1[C@H](CO)[C@H]2Cn3c(ccc(C4=CCCC4)c3=O)[C@@H]1N2S(C)(=O)=O	-7	x	6	x	-0.5	-5	5[16.7 µM]
2	CCN(CC)S(=O)(=O)c1cccc(C(=O)OCC(=O)C23CC4CC(CC(C4)C2)C3)c1	14	x	x	6	x	x	-3
3	COC(=O)c1sc(-c2ccc(Cl)cc2)cc1NC(=O)/C=C/C(=O)O	-111	-3	-2	-3	-1.3	-23	-1
4	CCN(CC)S(=O)(=O)c1ccc(C)c(NC(=O)COC(=O)CCC(=O)c2cccs2)c1	0	11	-11	-12	0.2	-7	8
5	CS(=O)(=O)c1ccc(Cl)c(NC(=O)CSc2n[nH]c(N)n2)c1	-2	u	1	0	5.8	23	2
6	O=C(NCCN1CCOCC1)c1noc2c1CCc1ccccc1-2	x	x	-88	x	-3.9	4	4
7	COc1ccc(S(=O)(=O)N2CCC(C(=O)Nc3ccccc3N3CCCC3)CC2)cc1OC	10	6	x	-2	3.9	2	0
8	COC(=O)[C@@]12CCCCN1[C@H](c1ccc(SC3CCCCC3)cc1)[C@H]1C(=O)N(C)C(=O)[C@H]12	7	-1	4	-13	1.6	x	-3
9	CO[C@@H]1CN(C)C(=O)c2ccc(NC(=O)NC(C)C)cc2OC[C@@H](C)N(Cc2cncnc2)C[C@H]1C	x	x	4	-1	1.4	-2	12[16.7 µM]
10	O=C(O)c1ccc2c(c1)C(=O)/C(=C\c1ccco1)C2=O	4	-6	1	4	-3.0	-5	x
11	O=C(Nc1ccc(CN2CCCCC2)cc1)c1sc2ccccc2c1Cl	-28	2	-34	-5	-0.6	5	-4
12	COc1ccc(NC(=O)Nc2ccc3c(c2)[C@@H]2C[C@H](CC(=O)N4CCCCC4)O[C@@H](CO)[C@@H]2O3)cc1	1	-1	5	4	4.6	-2	-1[16.7 µM]
13	O=C1CC(c2ccccc2)=NN1c1nc(-c2ccccc2)cs1	-12	1	-4	-4	1.0	1	x
14	COC(=O)[C@@]12CCCN1[C@H](c1ccc(-c3cccc(Cl)c3)c(OC)c1)[C@H]1C(=O)N(C)C(=O)[C@H]12	-12	8	5	0	3.5	x	x
15	CC1(c2nnc(-c3cccc(Cl)c3)o2)CC(c2ccc(Br)cc2)=NO1 (stereo not drawn)	-24	x	2	-8	0.4	-11	5
16	CN(C)CCCN1C(=O)c2oc3ccccc3c(=O)c2C1c1cccs1 (stereo not drawn)	x	x	x	4	x	-11	2
17	O=C(NC1CC1)c1cc2cc(Br)ccc2s1	-36	-4	-6	x	-1.3	20	-6
18	C[C@@H]1CN([C@@H](C)CO)C(=O)Cc2cc(NC(=O)C3CCCCC3)ccc2O[C@@H]1CN(C)Cc1ccc(C(F)(F)F)cc1	-12	-2	4	13	5.4	-25	-1[16.7 µM]
19	CCOC(=O)c1cn2nc(Oc3ccc(C(=O)OC)cc3)ccc2n1	-15	5	-3	-6	0.1	3	x
20	CCOC(=O)C1(CCCc2ccccc2)CCN(C(=O)CSC)CC1	-7	-2	2	-2	1.2	-4	-3
21	OC(c1ccccc1)c1nc(-c2cncnc2)cs1 (stereo not drawn)	16	10	1	-4	0.3	9	2
22	Cc1nc(SCc2ccccc2)[nH]c(=O)c1CC(=O)OCC(C)C	-18	-3	5	-2	0.1	18	4
23	COc1ccc(C2CC(c3ccncc3)=NN2c2ccc(S(N)(=O)=O)cc2)cc1 (stereo not drawn)	-41	-6	-51	-21	4.3	2	9
24	C[C@@H]1CN([C@@H](C)CO)C(=O)c2cc(NS(=O)(=O)c3cn(C)cn3)ccc2O[C@@H]1CN(C)CC1CC1	-7	7	2	x	-2.0	18	-7[16.7 µM]
25	Cc1ccc(CNC(=O)C2(C)Oc3ccccc3NC2=O)cc1 (stereo not drawn)	-9	x	x	4	x	x	11
26	Cc1cc(C(=O)Nc2cccc3c2O[C@@H](CN(C)CC2CCCCC2)[C@@H](C)CN([C@H](C)CO)C3=O)n(C)n1	-9	-2	-23	x	2.9	7	97*[16.7 µM]
27	Nc1nc(SCC(=O)Nc2ccc(F)cc2)[nH]c(=O)c1NC(=O)c1ccc(F)c(F)c1	-2	0	4	10	-3.7	5	-2
28	CN(C)c1ccc(/C=N/NC(=O)c2ccc(CN3CCOCC3)cc2)cc1Br	30	x	-2	-1	-3.9	4	-4
29	CCOC(=O)C1C(C)C(C(C)(C)C)N(S(=O)(=O)c2ccc(C)cc2)C1c1ccccc1 (stereo not drawn)	48	18	17	-6	-0.2	11	x
30	COc1cccc(C(=O)Nc2ccc3c(c2)C(=O)N(C)[C@@H]2CC[C@H](CC(=O)N[C@@H](C)c4ccccc4)O[C@H]2CO3)c1	-28	-11	9	1	-2.8	-6	-27[16.7 µM]
31	Nc1ccc(C(=O)N/N=C\C=C\c2cccc([N+](=O)[O-])c2)cc1	0	x	x	-2	x	20	x
32	COc1ccc(NC(=O)CSCC(=O)N(C)Cc2ccc(Cl)c(Cl)c2)cc1	9	18	0	3	-1.4	x	-6
33	COc1ccc(OC)c(S(=O)(=O)N2CCCCC2C(=O)O)c1 (stereo not drawn)	x	-3	1	x	-0.2	-7	-5
34	Cc1cc(Cl)c(S(=O)(=O)N2CCN(c3ccccn3)CC2)cc1OCC(N)=O	-31	x	-7	0	-3.3	-2	x
35	COc1cc(C2C(C#N)=C(N)N(c3ccc(F)cc3)C3=C2S(=O)(=O)CC3)ccc1O (stereo not drawn)	-6	-2	-3	2	-1.0	-11	x
36	CC1CCN(C(=O)c2nc[nH]c2C(=O)N2CCc3ccccc3C2)CC1	10	4	1	-4	0.0	9	3
37	Clc1ccc2c(NCc3ccccc3)ccnc2c1	35	2	11	5	-1.5	20	-4
38	c1coc(-c2ccc3nncn3c2)c1	-13	4	3	3	0.2	22	-5
39	COc1cccc(CN2[C@@H](CO)[C@H](c3ccccc3)C23CN(C(=O)C2CCCC2)C3)c1	-7	1	16	0	2.4	-12	x
40	Cc1occc1C(=O)Nc1ccc2c(c1)OCCO2	-118	x	x	4	x	x	-4
41	Cc1ccc(OCC(=O)N(c2ccccn2)C2CCCCC2)c(C)c1	2	x	x	2	x	-8	x
42	Cc1c(C(=O)N2CCN(Cc3cccs3)CC2)oc2ccccc12	-16	x	-6	4	-1.4	-17	-5
43	COc1cc2c3c(c1OC)C1(C=CC(=NO)C=C1)CC3N(C(C)=O)CC2 (stereo not drawn)	14	x	x	-1	x	15	16
44	CC(=O)c1cccc(NC(=O)CSc2nc(=O)n(CCCN3CCOCC3)c3c2CCC3)c1	8	-3	5	-5	1.3	7	-5
45	O=C(CC1CC1)N1CC2(C1)[C@@H](c1ccccc1)[C@H](CO)N2Cc1ccc(F)cc1	6	3	0	x	1.9	-2	x
46	O=C(O)c1ccc(/C=N/NC(=O)c2cc3ccccc3cc2O)cc1	9	-8	0	0	-2.0	17	x
47	Cc1cnc2c(c1)C(=O)c1ccccc1-2	0	20	-23	1	-0.7	-1	-1
48	O=C(CCc1nc2ccccc2s1)Nc1ccccc1	3	x	x	1	x	4	x
49	COc1ccc(-n2c(CSc3nc(C)cc(C)n3)nnc2SCC(=O)Nc2nccs2)cc1	-3	x	x	2	x	x	-6
50	O=C(NC1CC1)C1CCN(C2CCN(C(=O)CSc3ccccc3)CC2)CC1	8	2	-12	4	3.4	-8	2
51	CCCn1c(SC(C)C(=O)NCC2CCCO2)nc2sc(CC)cc2c1=O (stereo not drawn)	10	u	4	x	-1.4	11	x
52	Cc1[nH]n(-c2ccccc2)c(=O)c1C(=O)c1cccc(F)c1	17	-3	12	-2	1.4	1	x
53	Brc1csc(C=Nc2ccc3c(c2)OCCOCCOCCOCCO3)c1	12	x	x	-4	x	75	-4
54	CN1C2CCC1/C(=C\c1ccc(F)cc1)C(=O)/C2=C/c1ccc(F)cc1	10	x	x	-6	x	-10	x
55	Cn1c(N)c(C(=O)c2ccc(Oc3ccccc3)cc2)c(=O)n(C)c1=O	-27	18	-23	-2	-0.6	16	x
56	COc1ccc(CN(C)C[C@H]2Oc3ccc(NC(=O)NC(C)C)cc3C(=O)N([C@H](C)CO)C[C@@H]2C)cc1	-12	-3	x	x	2.9	6	-3[16.7 µM]
57	COCC(=O)Nc1ccc2c(c1)OC[C@@H](C)N(C(C)=O)C[C@H](C)[C@@H](OC)CN(C)C2=O	-8	x	-4	4	x	3	0[16.7 µM]
58	Cc1noc(C)c1CSc1nnc(-c2ccccc2)o1	-12	-7	-6	1	0.4	-5	x
59	COc1cccc(CNC(=O)c2cccnc2Sc2ccc(C)cc2C)c1	23	-5	-3	8	-2.4	7	1
60	CCOC(=O)C1CCCN(C(=O)c2ccc3c(=O)n(Cc4ccccc4OC)c(=S)[nH]c3c2)C1 (stereo not drawn)	4	5	5	0	-2.0	-13	-2

# Following part:
cpd	SMILES	PAX8 reporter	DENV2 CPE	EWS-Fli block	FN deposit inh	F508del corr	INS-1E GSIS act	miR-122 sensor
61	COc1ccc(NC(=O)COc2nc3ccccc3nc2N2CCOCC2)c(OC)c1	32	4	-4	1	-3.4	-4	x
62	Cc1cc(/C=C2\NC(=O)N(Cc3ccc(Cl)cc3)C2=O)c(C)n1C	11	x	x	5	x	-3	x
63	C[C@H](CO)N1C[C@H](C)[C@H](CN(C)Cc2ccc(C(=O)O)cc2)Oc2c(NS(C)(=O)=O)cccc2C1=O	x	-4	-8	x	-2.2	22	19[16.7 µM]
64	CN=C(c1ccccc1)c1c(C)cccc1C	5	x	x	0	x	24	x
65	COCCNC(=O)c1ccc(Cn2c(=S)[nH]c3cc4c(cc3c2=O)OCO4)cc1	-6	x	x	-2	x	x	-1
66	COc1ccc(-c2ccc3c(=O)cc(-c4ccsc4)oc3c2)cn1	-31	0	0	22	1.8	-3	-1
67	COc1cccc(C(=O)NCCCNC(=O)c2cccnc2)c1	-15	-12	2	-6	-1.1	58	x
68	O=C(CS(=O)(=O)c1ccc2ccccc2c1)Nc1ccccc1Cl	32	-5	-4	-2	-1.6	1	x
69	Cc1ccccc1NC(=O)C1C(=O)Nc2ccccc2C(=O)N1Cc1ccccc1 (stereo not drawn)	8	9	-9	x	-2.5	-17	x
70	CCOc1ccccc1C(=O)NCCc1cnc[nH]1	30	10	-12	2	-2.2	12	-10
71	O=C(N/N=C/c1ccc(OC(F)F)cc1OC(F)F)NC1CCCCC1	28	x	4	-8	-1.9	-14	x
72	CCCNC(=O)c1onc(CSc2ccc(F)cc2)c1C(=O)NCC1CC1	3	-8	20	3	-1.5	-34	-1
73	O=C(NCc1ccccn1)c1ccc(CNS(=O)(=O)c2cccc(Cl)c2)cc1	11	1	58*	x	x	-7	-9
74	COc1ccc(CCNC(=O)CCNC(=O)c2ccc([N+](=O)[O-])cc2)cc1	20	0	-2	-4	1.5	10	-4
75	NC(=O)CC[C@H](NC(=O)c1ccc(F)cc1)C(=O)OCC(=O)Nc1c(F)c(F)c(F)c(F)c1F	28	15	6	0	0.5	-15	2
76	COc1ccc(NC(=O)C2Cc3c(-c4ccc(NC(C)=O)cc4)ccnc3O2)cc1OC (stereo not drawn)	16	-7	-2	-5	-2.4	-1	-4
